# Assay outcomes from PubChem BioAssay.
# KinaseGlo FLuc – Counterscreen for Luciferase (Kinase-Glo TM) Inhibition; Kinase-Glo luciferase, ATP luminescence, 8 min; Luciferin 4-monooxygenase (Photuris pensylvanica), Q27757; 0.28% of 200,000 active; AID 1379, 2008; Potency, µM (titrated, usually from 38.3 µM), without a hit: at the highest dose activity change, negative = inhibition, most hits filed as inhibitors; further: on the % scale 0 is the no-effect control and ±100 the full control effect; nearly all actives have a fitted effect of over 60% in size
#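 Kinase-Glo luciferase light output from ATP and luciferin was measured with 10 uM ATP, within the enzyme's linear range. Buffer: 50 mM imidazole pH 7.2, 50 mM KCl, 7 mM MgCl2, 0.01% Tween 20, 0.05% BSA; luminescence read after 8 min at ambient temperature.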
# Tau ThT inhib – qHTS for Inhibitors of Tau Fibril Formation, Thioflavin T Binding. 2.1% of 270,000 active. AID 1460, 2008. recombinant tau K18 P301L (four-repeat tau fragment), heparin-induced fibrillization, ThT fluorescence. Potency, µM (doses to about 57.4 µM), without a hit: at the top dose activity, negative = inhibition, most hits filed as inhibitors; further: on the % scale 0 is the no-effect control and ±100 the full control effect; nearly all actives have a fitted effect of over 55% in size
#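 Heparin-induced fibrillization of the P301L-mutant K18 repeat-domain fragment of human tau was followed by ThT binding in quantitative high-throughput format.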
# LMNA splice mod – qHTS Assay for Modulators of Lamin A Splicing. 0.01% of 200,000 active. HeLa LMNA splicing GFP/RFP minigene ratio, 48 h. Potency, µM (titrated, usually from 46.1 µM), for the others: top-dose ratio change, negative = inhibition, usual class: inhibitors; active means well fitted inhibition curve with a large enough effect in the signal ratio, with a control signal flat, not every such curve was filed as active; inconclusive means small, poorly fitted or top-dose-only effect, or effect the other way, or a change in a side signal; the % refers to the signal ratio; further: on the % scale 0 is the no-effect control and ±100 the full control effect
#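 S3 HeLa cells stably expressing lamin A-EGFP splicing minigene plus DsRed2, 600 cells/well, 48 h compound exposure at 37C. Laser-scanning cytometry; analysed as GFP (500-530 nm)/RFP (575-640 nm) total intensity ratio; 0.5% DMSO vehicle.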
# JMJD2E inh – qHTS Assay for Inhibitors of Human Jumonji Domain Containing 2E (JMJD2E); Lysine-specific demethylase 4E (Homo sapiens), B2RXH2; JMJD2E catalytic domain, FDH-coupled NADH fluorescence (FDH is formaldehyde dehydrogenase); Potency, µM (titrated, usually from 57.1 µM), without a hit: at the top dose activity change, negative = inhibition, usual class: inhibitors; 1.6% of 230,000 active; AID 2147, 2009; active means well fitted inhibition curve with a large enough effect, not every such curve was filed as active; inconclusive means small, poorly fitted or top-dose-only effect, or another doubt; inactive means no such curve, though single readings can be large or run the other way;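 further: 0% = wells with enzyme and -100% = buffer wells without enzyme; nearly all actives have a fitted effect of over 50% in size; many of its hits are not listed in these tables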
# Target sequence (B2RXH2 1-337 limits assumed): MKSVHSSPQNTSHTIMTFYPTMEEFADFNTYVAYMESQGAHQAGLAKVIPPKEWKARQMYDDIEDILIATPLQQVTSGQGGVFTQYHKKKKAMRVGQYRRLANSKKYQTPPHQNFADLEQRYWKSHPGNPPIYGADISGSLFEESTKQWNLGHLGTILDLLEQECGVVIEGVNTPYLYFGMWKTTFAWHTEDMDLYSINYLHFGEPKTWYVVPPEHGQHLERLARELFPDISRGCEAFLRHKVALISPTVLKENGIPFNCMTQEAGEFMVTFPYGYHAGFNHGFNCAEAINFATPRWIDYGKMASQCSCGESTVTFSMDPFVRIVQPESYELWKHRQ
# RECQ1 inh – qHTS Assay for Inhibitors of RecQ-Like Dna Helicase 1 (RECQ1) | ATP-dependent DNA helicase Q1 (Homo sapiens), P46063 | RECQ1 DNA unwinding, red fluorescence kinetic read | Potency, µM (doses to about 57.3 µM), for inactives: top-dose activity, negative = inhibition, most hits filed as inhibitors | 0.54% of 240,000 active;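 further: plate controls were vehicle for no effect and no enzyme for full effect; nearly all actives have a fitted effect of over 30% in size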
# Target sequence (P46063 whole entry, looked up): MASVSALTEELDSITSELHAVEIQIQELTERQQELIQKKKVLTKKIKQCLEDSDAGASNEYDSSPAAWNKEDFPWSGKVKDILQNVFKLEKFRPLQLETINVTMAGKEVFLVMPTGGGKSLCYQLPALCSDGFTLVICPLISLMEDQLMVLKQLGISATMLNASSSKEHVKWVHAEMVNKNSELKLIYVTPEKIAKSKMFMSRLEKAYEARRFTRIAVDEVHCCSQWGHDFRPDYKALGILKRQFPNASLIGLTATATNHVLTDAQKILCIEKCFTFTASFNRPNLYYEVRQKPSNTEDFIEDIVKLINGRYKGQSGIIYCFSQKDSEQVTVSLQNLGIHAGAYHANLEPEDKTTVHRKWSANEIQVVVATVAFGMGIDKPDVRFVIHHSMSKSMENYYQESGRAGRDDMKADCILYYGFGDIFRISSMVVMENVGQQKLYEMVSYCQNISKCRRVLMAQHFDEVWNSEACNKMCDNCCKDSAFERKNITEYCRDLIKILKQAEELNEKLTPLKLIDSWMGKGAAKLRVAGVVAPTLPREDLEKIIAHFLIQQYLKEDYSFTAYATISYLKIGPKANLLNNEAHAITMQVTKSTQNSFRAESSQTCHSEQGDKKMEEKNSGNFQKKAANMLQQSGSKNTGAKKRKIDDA
#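 RECQ1T1 50 nM; forked duplex (20 bp + 30-nt ss tails) 200 nM, ATP 2 mM final; pH 8.0, 2 mM MgCl2, 2.5 ug/ml poly(dI-dC); 15 min compound preincubation; discontinuous kinetic read over 2 h at RT.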
# L3MBTL1 inh – qHTS Assay for the Inhibitors of L3MBTL1; AlphaScreen L3MBTL1–H3K9me1 peptide binding; Potency, µM (highest dose often 57.1 µM), for inactives: at the top dose activity, negative = inhibition, actives largely listed as inhibitors; 0.66% of 230,000 active; further: on the % scale 0 is the no-effect control and ±100 the full control effect; nearly all actives have a fitted effect of over 60% in size
#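 AlphaScreen proximity signal between nickel-chelate acceptor and streptavidin donor beads (final 10 ug/mL) reports binding of 50 nM L3MBTL1 to 75 nM biotin-H3 K9me1 peptide; complex incubated with compounds 30 min at room temperature; cefsulodin titration as control.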
# ALDH1A1 inh – qHTS Assay for Inhibitors of Aldehyde Dehydrogenase 1 (ALDH1A1); Aldehyde dehydrogenase 1A1 (Homo sapiens), P00352; Purified ALDH1A1, NADH fluorescence, propionaldehyde substrate; Potency, µM (doses to about 75.3 µM), for inactives: at the highest dose activity, negative = inhibition, hits mostly inhibitors; 7.3% of 220,000 active; active means well fitted inhibition curve with a large enough effect, not every such curve was filed as active; inconclusive means small, poorly fitted or top-dose-only effect, or another doubt; inactive means no such curve, though single readings can be large or run the other way;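 further: plate controls were no enzyme wells and a reference inhibitor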
# SMN2 splice enh – qHTS Assay for Enhancers of SMN2 Splice Variant Expression; HEK293 SMN2-luciferase splicing reporter, luminescence, 30-36 h; 2.8% of 210,000 active; Potency, µM (titrated, usually from 46.1 µM), without a hit: at the highest dose activity change, positive = activation, usual class: activators; further: % of control where 0% means no effect; nearly all actives have a fitted effect of over 55% in size
#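 qHTS luciferase splicing reporter: luminescence rises when SMN2 exon 7 is included in transfected HEK293 cells. Compound exposure lasted 30-36 h at 37C, with 4.5 mM final sodium butyrate as control, followed by a ONE-Glo read.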
# * = called active by the depositor; i = inactive; ? = inconclusive; nt = no result given; [ ] = another dose, or the depositor's remark. Unless noted, the call rests on the fitted dose curve; in most records, active means well fitted curve in the direction sought with a large enough effect; inconclusive means small, poorly fitted or top-dose-only effect, or another doubt; inactive means no such curve, though single readings can be large; an effect the other way counts as inactive or inconclusive. Potency means the concentration at half of the fitted maximal effect.
cpd	Molecule	KinaseGlo FLuc	RECQ1 inh	Tau ThT inhib	ALDH1A1 inh	L3MBTL1 inh	JMJD2E inh	LMNA splice mod	SMN2 splice enh
1	C#CCNC(=O)C1=C[C@H](c2cn(C(C)=O)c3ccccc23)C[C@H](OCc2ccc(CO)cc2)O1	nt	-12%	?	?	0%	?	nt	nt
2	CC(OC(=O)c1oc2ccccc2c1CSC1CCCCC1)C(=O)NC(N)=O (stereo unspecified)	0%	1%	8%	2µM*	1%	0%	?	9%
3	O=C(CCc1ccc(O)c(O)c1)NNC(=S)Nc1ccc(Br)cc1Cl	2%	-17%	?	25µM*	-3%	8%	?	7%
4	Cc1onc(-c2c(Cl)cccc2Cl)c1C(=O)c1ccccc1	nt	-7%	-6%	?	16%	-11%	?	nt
5	O=C(O)c1cc2ccccc2c(=O)s1	2%	-13%	5%	-3%	8%	-5%	13%[0.0737 µM]	4%
6	O=C(Cn1ncc(Cl)c(Cl)c1=O)N1CCN(Cc2ccccc2)CC1	-1%	32µM*	?	28µM*	-27%	-4%	?	-64%[inhibitor]
7	CCOc1cc(CNn2cnnc2)ccc1OCC(=O)NC1CCCCC1	-1%	i	6%	-3%	0%	-1%	-18%	-7%
8	CCOc1ccccc1NC(=O)CNC(=O)Cc1ccccc1	1%	i	-3%	11%	10%	7%	20%[46 µM]	1%
9	Cc1cccc(NC(=O)C2(c3cccs3)CCOCC2)n1	3%	-2%	1%	-3%	5%	?	-6%	-6%
10	CCOc1ncccc1C(=O)N1CCN(S(=O)(=O)c2ccccc2)CC1	-1%	13%	11%	11%	1%	8%	nt	12%
11	Nc1nc(N)nc(-c2ccccc2-c2nc(N)nc(N)n2)n1	nt	-6%	-1%	6%	-10%	6%	nt	nt
12	O=P(O)(CP(=O)(c1ccccc1)c1ccccc1)c1ccccc1O	-3%	2%	-4%	0%	-2%	4%	-1%	5%
13	CCN(CC)CCCN1C(=O)C(=O)/C(=C(/O)c2ccccc2)C1c1cc(OC)ccc1OC (stereo unspecified)	nt	-4%	-12%	-10%	5%	2%	?	nt
14	CN1C(=O)CSc2ccc(NC(=O)NCCC3=CCCCC3)cc21	2%	-9%	-27%	7.9µM*	nt	4%	13%	-5%
15	COc1ccc(N2CCN(S(=O)(=O)c3ccc(Br)s3)CC2)cc1	-4%	-8%	0%	-3%	nt	-16%	8%	26%
16	COc1ccccc1C(=O)N1CCN(S(=O)(=O)Cc2ccccc2)CC1	4%	-8%	5%	-2%	7%	4%	7%	-14%
17	COc1ccccc1C(=O)OCC(=O)c1cccc([N+](=O)[O-])c1	-5%	-1%	-5%	0%	1%	-3%	0%	-3%
18	COC(=O)Cc1n[nH]c(=S)[nH]c1=O	-6%	-4%	?	-6%	2%	2%	11%	3%
19	Cc1cccc(NC(=O)/C(=C\c2cccs2)NC(=O)c2ccccc2)c1	2%	-15%	-5%	?	2%	-1%	-10%	-5%
20	O=[N+]([O-])c1ccc(O)c(/C=N/n2c(CO)nc3ccccc32)c1	nt	-14%	?	3.2µM*	8%	3%	nt	nt

cpd	Molecule	KinaseGlo FLuc	RECQ1 inh	Tau ThT inhib	ALDH1A1 inh	L3MBTL1 inh	JMJD2E inh	LMNA splice mod	SMN2 splice enh
21	CCOC(=O)c1c(N)sc(C(C)=O)c1C	-3%	i	-16%	?	5%	-4%	15%	10%
22	CCOC(=O)c1c(C(F)(F)F)nc2ncccn12	1%	i	-9%	?	nt	?	8%	-27%
23	CC(=O)Oc1ccc2c(c1)OC(c1ccccc1)CC21CC(C)(C)NC(=S)N1 (stereo unspecified)	-2%	i	-3%	13%	-1%	5%	4%	0%
24	O=C(CCN1C(=O)COc2ccccc21)NCCCN1CCc2ccccc2C1	14%	-2%	-14%	-8%	nt	-16%	7%	-1%
25	CCOC(=O)NC(=O)C(=CNc1cccc(C)c1)C(=O)NC(=O)OCC	11%	-3%	-1%	-8%	-2%	-8%	1%	-3%
26	O=C(Nc1ccc(OC(F)(F)F)cc1)c1[nH]ncc1[N+](=O)[O-]	-1%	7%	-11%	0%	nt	-10%	nt	?
27	Cc1ccc(NC(=O)Cn2ccc([N+](=O)[O-])n2)cc1Cl	0%	-7%	-7%	4%	7%	1%	-19%[46 µM]	-9%
28	O=C(O)CCc1ccc(-c2ccc(Br)cc2)o1	-1%	i	?	?	-2%	-11%	4%	5%
29	COc1ccc(CCN=C(N)NS(=O)(=O)c2ccccc2)cc1	-2%	6%	4%	?	-9%	4%	?	-6%
30	Cc1nc(S(=O)(=O)c2ccc(Cl)cc2)nc2c1CCC2	0%	-4%	-6%	-2%	1%	-4%	7%	-3%
31	Clc1ccccc1C(c1ccccc1)(c1ccccc1)n1ccnc1	-2%	-17%	?	-4%	?	-1%	?	-48%[inhibitor]
32	CCCCN1C(=O)C(O)=C(C(C)=O)C1c1ccccc1[N+](=O)[O-] (stereo unspecified)	1%	8%	9%	-99%	4%	-16%	nt	0%
33	CCCCC(CC)Cn1c2nc3ccccc3nc2c2c(=N)oc(C)nc21 (stereo unspecified)	-5%	-14%	-8%	?	9%	?	?	-26%
34	CCOc1ccc(NC2CCN(C(C)=O)CC2)cc1	-4%	-9%	?	-8%	nt	1%	6%	1%
35	Cc1ccc(S(=O)(=O)N2CCCC(C(=O)Nc3ccc(NC(=O)c4ccccn4)cc3)C2)cc1 (stereo unspecified)	1%	i	3%	-7%	26%	?	-2%	?
36	COc1ccccc1CN(Cc1nc2ccccc2c(=O)[nH]1)C(=O)Nc1ccccc1	1%	-2%	-3%	-1%	2%	-6%	-3%	5%
37	CC1Cc2ccccc2N1C(=O)CCS(=O)(=O)c1cccc2nonc12 (stereo unspecified)	2%	-1%	1%	?	nt	-5%	-8%	15%
38	Cc1ccccc1OC(C)C(=O)NC1CCCC1 (stereo unspecified)	1%	-11%	0%	-3%	6%	0%	6%	-9%
39	CN(Cc1ccccc1)C(=O)Nc1ccccc1	-1%	4%	1%	4%	nt	1%	1%	-19%
40	CC(=O)Nc1cc(ON=C(C)C)cc([N+](=O)[O-])c1	-4%	-1%	1%	-4%	6%	3%	?	9%

cpd	Molecule	KinaseGlo FLuc	RECQ1 inh	Tau ThT inhib	ALDH1A1 inh	L3MBTL1 inh	JMJD2E inh	LMNA splice mod	SMN2 splice enh
41	CC1CCC2(CC1)NC(=S)N(c1ccccc1)N2 (stereo unspecified)	2%	-1%	?	16µM*	nt	?	?	-3%
42	C=CCn1c(-c2cccnc2)n[nH]c1=S	-2%	2%	-3%	8%	19%	-4%	-7%	-1%
43	Clc1ccc(-c2nnc(N3CCCC3)nn2)cc1	-10%	i	?	-5%	-18%	1%	-5%	6.3µM*
44	COC(=O)CCCC[C@@H]1SC[C@@H](NC(=O)OC)[C@@H]1NC(=O)OC	2%	-2%	0%	-7%	-3%	-5%	-4%	1%
45	Cc1ccc(-c2cc3nc(-c4ccc(Br)cc4)cc(N)n3n2)cc1	3%	-11%	11%	?	23%	?	?	-12%
46	O=C(O)CCCCCCCCCCCc1ccccc1	3%	-16%	?	4%	17%	7%	19%[46 µM]	15%
47	C=CCC(Nc1ccccc1)c1cccc(OC)c1OC (stereo unspecified)	nt	-9%	-2%	nt	9%	-15%	nt	nt
48	COc1ccc(/C=N\NC(=O)c2ccc(=O)[nH]n2)cc1O	2%	1%	?	-5%	?	-2%	-11%	5%
49	Cc1[nH][nH]c(=O)c1C(c1ccc([N+](=O)[O-])cc1)c1c(C)[nH][nH]c1=O	nt	11%	?	?	39%[activator]	?	nt	nt
50	Cc1nnc(Sc2cc(C(=O)NCCCOC(C)C)c3ccccc3n2)s1	nt	19%	0%	nt	-2%	?	nt	nt
51	CCCCCCOC(=O)/C=C/c1c(C)[nH]c(=O)[nH]c1=O	8%	12%	-20%	2%	-7%	-2%	7%	-46%[inhibitor]
52	Cn1c(C(O)c2ccc3c(c2)OCO3)nc2ccccc21 (stereo unspecified)	0%	-16%	11%	8%	-2%[11.4 µM]	-1%	-26%	?
53	COCCn1c(=NC(=O)C2COc3ccccc3O2)sc2cc(S(N)(=O)=O)ccc21 (stereo unspecified)	3%	-2%	0%	?	2%	-4%	13%	-8%
54	CCC(=O)N1CCN(c2ccc(NC(=O)c3ccc(N4CCCC4)c([N+](=O)[O-])c3)cc2)CC1	1%	9%	0.63µM*	-14%	0%	-7%	-2%	-3%
55	CCOC(=O)N1CCN(S(=O)(=O)c2cccc3nsnc23)CC1	1%	2%	-3%	12%	2%	11%	9%	-17%
56	Cc1ccc(S(=O)(=O)NC(=O)Nc2cccc(C)n2)cc1	nt	i	-1%	-3%	11%	?	-13%[46 µM]	nt
57	CN(C)CCOC(=O)C12CC3CC(C1)CC(C(=O)OCCN(C)C)(C3)C2	nt	-8%	0%	nt	-25%	3%	nt	nt
58	OC(CC#CCN1CCCC1)(c1ccccc1)c1ccccc1	nt	-15%	3%	nt	-3%	6%	nt	nt
59	COCCn1c(SCC(=O)N2CCCC2)nnc1-c1ccoc1C	-3%	-2%	-14%	15%	-3%	-4%	9%	-13%
60	Clc1ccc(C2=Nn3c(nnc3-c3n[nH]c4c3CCC4)SC2)cc1	15%	-5%	?	-8%	-1%	7%	-9%	?
61	O=C(Nc1ccc(O)cc1C(=O)O)c1cccc(Br)c1	-1%	-8%	-13%	11%	-16%	5%	-2%	-6%
62	COc1ccc(C2Nc3ccccc3C(=O)N2NS(=O)(=O)c2ccccc2)cc1OC (stereo unspecified)	6%	i	-7%	?	nt	?	11%[46 µM]	4%

# Only part of the results is shown (hit frequency here may not be typical).
